Screens: PubChem BioAssay, Dana-Farber Cancer Institute and Novartis Institutes for BioMedical Research (Cambridge, Mass)
USP7 block: human USP7 deubiquitinase inhibition; purified USP7, Ub-rhodamine cleavage fluorescence; Q93009; inhibition, % at 20 µM; actives 0.3% (n = 47,000)
USP10 block: blocks human USP10 ubiquitin-rhodamine cleavage; actives 1.1% (n = 47,000); inhibition, % at 20 µM; purified USP10, Ub-rhodamine fluorescence, 60 min; Q14694
USP28 inh: blocks human USP28 ubiquitin-rhodamine cleavage; Q96RU2; purified USP28, Ub-rhodamine cleavage fluorescence, 30 min; inhibition, % at 25 µM; actives 3% (n = 47,000)
UCHL1 block: human UCHL1 deubiquitinase inhibition. purified UCHL1, Ub-rhodamine cleavage fluorescence. inhibition, % at 20 µM. actives 0.2% (n = 47,000)
OTUD3 block: inhibitors of human OTUD3 deubiquitinase; purified OTUD3, Ub-rhodamine fluorescence, 2 h; Q5T2D3; inhibition, % at 25 µM; actives 0.7% (n = 47,000); AID 1645858
Target sequence (Q5T2D3 whole entry, looked up): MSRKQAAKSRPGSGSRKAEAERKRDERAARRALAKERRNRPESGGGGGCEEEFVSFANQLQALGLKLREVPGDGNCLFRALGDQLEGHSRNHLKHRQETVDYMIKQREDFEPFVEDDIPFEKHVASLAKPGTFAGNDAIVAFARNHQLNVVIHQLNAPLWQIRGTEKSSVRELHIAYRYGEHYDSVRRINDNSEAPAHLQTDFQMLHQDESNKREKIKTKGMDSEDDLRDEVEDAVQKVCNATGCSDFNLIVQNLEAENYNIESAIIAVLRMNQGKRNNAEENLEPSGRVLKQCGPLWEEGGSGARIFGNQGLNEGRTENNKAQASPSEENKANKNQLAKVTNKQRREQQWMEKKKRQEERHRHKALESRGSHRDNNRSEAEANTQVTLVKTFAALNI
USP30 block: blocks human USP30 ubiquitin-rhodamine cleavage | Q70CQ3 | purified USP30, Ub-rhodamine cleavage fluorescence | inhibition, % at 25 µM | actives 5.3% (n = 47,000)
Target sequence (Q70CQ3 whole entry, looked up): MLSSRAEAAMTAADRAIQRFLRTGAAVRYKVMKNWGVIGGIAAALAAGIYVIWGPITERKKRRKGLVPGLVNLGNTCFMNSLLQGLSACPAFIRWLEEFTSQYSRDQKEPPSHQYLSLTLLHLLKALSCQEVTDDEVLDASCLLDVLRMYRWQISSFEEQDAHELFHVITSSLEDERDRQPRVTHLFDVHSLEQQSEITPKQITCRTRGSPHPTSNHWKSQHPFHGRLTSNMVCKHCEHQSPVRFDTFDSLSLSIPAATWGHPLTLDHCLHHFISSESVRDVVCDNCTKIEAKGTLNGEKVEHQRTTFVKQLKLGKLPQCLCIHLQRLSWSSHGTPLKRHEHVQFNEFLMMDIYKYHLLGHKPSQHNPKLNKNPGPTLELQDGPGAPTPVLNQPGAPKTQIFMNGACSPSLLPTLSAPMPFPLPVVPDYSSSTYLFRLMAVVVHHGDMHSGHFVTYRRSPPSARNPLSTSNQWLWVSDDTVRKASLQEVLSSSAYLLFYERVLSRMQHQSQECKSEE
USP17 block: human USP17-like deubiquitinase inhibition. actives 6.5% (n = 47,000). A8MUK1. purified USP17, Ub-rhodamine cleavage fluorescence, 3 h. inhibition, % at 50 µM
USP8 block: human USP8 deubiquitinase inhibition. P40818. purified USP8, Ub-rhodamine cleavage fluorescence, 30 min. inhibition, % at 20 µM. actives 4.2% (n = 47,000)
Active calls of the source: *; i = inactive. No stated cut-off is given here; in the data, active means inhibition above about 30%; inactive means the rest. Not a hit list. About 14% of those tested had a hit in this group.

No.	smiles	OTUD3 block	USP8 block	USP17 block	UCHL1 block	USP10 block	USP28 inh	USP30 block	USP7 block
1	CSc1ccc(CNCc2c(C(=O)O)n(Cc3ccccc3)c3cc(C)ccc23)cc1	14	24	24	8	20	44*	58*	-9
2	COc1ccccc1NS(=O)(=O)c1ccc2oc(Nc3ccc(Cl)c(C(F)(F)F)c3)nc2c1	-23	-25	-1	2	-1	-31	-66	3
3	CC(=O)c1ccc(NC(=O)CCCn2nc([N+](=O)[O-])cc2C)cc1	12	-131	-21	2	-2	9	10	0
4	Cc1nnc2ccc(-c3noc(-c4ccc5cc[nH]c5c4)n3)cn12	-7	-11	-6	-2	-3	-7	-16	-5
5	CCC(Sc1ccc2nnc(-c3ccccn3)n2n1)C(=O)OC (stereo not drawn)	2	-20	16	2	-6	9	17	1
6	O=C(Nc1ccc(N2CCOCC2)cc1)c1sc2cc(F)ccc2c1Cl	-8	3	-7	-4	4	-4	-10	-1
7	Cc1cccc(C(=O)N2CCN(Cc3cc(=O)c4ccccc4[nH]3)CC2)c1	13	20	14	0	-1	8	9	2
8	COc1ccc(-c2cc(-c3ccc(OC)cc3)c3[n+](c2)CCC3)cc1	12	-32	-4	-3	-9	6	-45	0
9	Cc1nc(N2CCN(C)CC2)ncc1C(=O)NCc1ccccc1F	0	-21	-15	-5	-2	-12	-47	-1
10	CN[C@H]1CC2(CCN(C(=O)CCCn3cccn3)CC2)OC[C@]1(C)O	2	-19	0	2	2	79*	19	5
11	O=C(O)CCc1ccc(-c2ccccc2)n1CC(=O)Nc1ccccc1	1	-7	0	-1	-3	-9	-31	1
12	Cc1sc2nc(C3CC3)n(C3CCN(CC(=O)N(C)C)CC3)c(=O)c2c1C	-3	-3	-9	-2	-1	-15	-13	-7
13	O=C(Nc1ccccc1C(=O)OCc1cc(=O)n2ccsc2n1)c1ccc(F)cc1	-32	-5	-8	0	-3	-24	-188	1
14	Cc1cc(-c2ccc(S(=O)(=O)NCc3ccccc3C)s2)on1	16	18	35*	2	0	19	37*	5
15	COc1ccc2c(CNCc3cccnc3)c(C(=O)O)n(Cc3ccc(F)cc3Cl)c2c1	-11	4	13	0	0	3	3	-14
16	CC(C)(C)N=C1Nc2ncccc2NC12CCN(C(=O)Nc1ccc(Cl)cc1F)C2 (stereo not drawn)	-4	1	-3	1	0	-15	-34	2
17	Cc1cc(NC(=O)Cn2c(=O)n(CCC(=O)N3CC=C(c4ccccc4)CC3)c(=O)c3ccccc32)n[nH]1	5	68*	2	1	23	6	21	8
18	CC(=O)c1cc2c(cc1NC(=O)Cn1cnc3c1c(=O)n(C)c(=O)n3C)OCO2	-3	7	0	-1	3	0	-3	5
19	COc1ccc2c(c1)nc(CN1CCCC1)n2C	2	0	1	1	0	-3	-20	3
20	COc1cccc(C(=O)N2CCCCC2CCN2CCCC2)c1 (stereo not drawn)	-3	-10	-6	0	0	-7	-9	-1
21	Cc1noc(C)c1CCC(=O)N[C@H](C)Cn1nnc2ccccc21	7	3	3	0	0	6	-2	0
22	CC(C)N1CCC[C@H]1c1nc(-c2ccc(N3CCOCC3)nc2)no1	-2	0	-28	-1	-2	0	-15	-8
23	CCCN(CC(=O)Nc1cc(Cl)ccc1Cl)C(=O)c1sccc1C	11	5	8	4	7	19	7	6
24	Cc1ccc(F)cc1NC(=O)c1cnc(-c2ccccc2)nc1-c1ccncc1	-97	12	-128	-30	-8	-91	-357	-20
25	CCC(=O)N1CCCC(Cc2cnc(-c3ncc(C)[nH]3)cn2)C1 (stereo not drawn)	8	10	2	1	0	4	11	3
26	Cc1nc2nc(N(Cc3ccc(F)cc3)C(=O)C3CCCCC3)[nH]n2c(=O)c1C	5	13	17	3	1	3	29	3
27	O=C(c1ccccc1)N1CC[C@@H]2CN(Cc3ccncc3)S(=O)(=O)[C@@H]2CC1	9	6	8	-1	1	0	12	3
28	CN1CCn2c(-c3cccc(F)c3)cnc2C12CCNCC2	7	-42	1	3	0	13	7	4
29	Cc1oc(-c2[nH]ncc2C(=O)N(C)C)cc1S(=O)(=O)NCc1ccccc1Cl	6	0	2	3	-1	5	2	7
30	Clc1ccsc1-c1ccn[nH]1	-8	8	0	0	0	18	5	8
31	CN(C)c1ncc2c(=O)n(-c3ccccc3)c(=O)[nH]c2n1	9	-2	-31	1	-1	0	1	-7
32	Cn1c(CO)cnc1S(=O)(=O)Cc1c(Cl)cccc1Cl	9	15	9	0	-1	6	11	4
33	NC1=NN(c2ccccc2)C(=O)C1Sc1nnnn1-c1ccccc1 (stereo not drawn)	-7	-3	6	-2	1	-8	-8	0
34	O=C(Cn1cnc(-c2noc(-c3ccc(F)cc3)n2)c1)Nc1ccccc1F	10	67*	10	7	26	0	3	15
35	Cc1ccccc1-n1nnnc1C1(Nc2cc([N+](=O)[O-])ccc2O)CCCCC1	13	26	11	10	13	16	3	15
36	Cc1cccc(CC2CCCN(C(=O)CN3C(=O)NC(C)(C)C3=O)C2)n1 (stereo not drawn)	1	7	0	1	-1	2	2	2
37	Cc1nc2sc3c(=O)n(CCc4ccccc4)cnc3c2c2c1COC(C)(C)C2	8	24	-34	-1	0	8	8	5
38	O=C(NCc1ccc(Cl)cc1)N1CC(c2nc3ccccc3[nH]2)C1	0	0	0	2	1	21	18	1
39	CN(C)CCCNC(=O)/C=C/c1ccc(OCc2c(F)cccc2Cl)cc1	7	1	10	3	1	35*	28	-2
40	CCOc1cccc(CNC2CCN(c3ccc(CN4CCC(CO)CC4)cn3)CC2)c1	-2	-11	-8	-3	2	3	-18	0

An excerpt from above in order of SMILES length, descending:
No.	smiles	OTUD3 block	USP8 block	USP17 block	UCHL1 block	USP10 block	USP28 inh	USP30 block	USP7 block
27	O=C(c1ccccc1)N1CC[C@@H]2CN(Cc3ccncc3)S(=O)(=O)[C@@H]2CC1	9	6	8	-1	1	0	12	3
29	Cc1oc(-c2[nH]ncc2C(=O)N(C)C)cc1S(=O)(=O)NCc1ccccc1Cl	6	0	2	3	-1	5	2	7
28	CN1CCn2c(-c3cccc(F)c3)cnc2C12CCNCC2	7	-42	1	3	0	13	7	4

Next part.
No.	smiles	OTUD3 block	USP8 block	USP17 block	UCHL1 block	USP10 block	USP28 inh	USP30 block	USP7 block
41	O=C(Nc1cnn(-c2ncncc2N2CCOCC2)c1)Nc1ccccc1F	0	-29	-8	-2	0	-1	0	1
42	Cc1ccc(-c2nc(CN3CCCC3Cn3cncn3)cs2)o1 (stereo not drawn)	-59	-34	-63	-14	-6	-76	-286	-19
43	Oc1ccccc1-c1nc2cnccn2c1NCc1cccs1	-176	-220	-154	-60	-12	-202	i	-68
44	Cc1ccc(CNc2nnc(-c3nnc(C)o3)c3ccccc23)cc1	10	6	4	6	6	14	14	8
45	COc1ccc(-n2c(SCC(=O)c3ccccc3)nnc2-c2cccnc2)cc1	0	4	-1	-1	-4	9	-42	2
46	Cc1cc(-c2csc(-c3cccc(F)c3)n2)c(C)n1-c1ncn[nH]1	-22	-32	4	3	-6	-20	-92	-1
47	O=C(CC1CCCC1)N1CCC2(CC1)COCCN(Cc1ccncc1)C2	-7	-50	-26	-3	-5	-11	-27	-3
48	NC(=O)c1cc2ccccc2nc1C1CCN(C(=O)CCN2CCOCC2)CC1	17	23	16	3	0	6	30	5
49	CN1c2ccccc2O[C@@H]2CC[C@@H](NC(=O)Cn3cccn3)[C@@H](O)[C@@H]21	5	3	9	2	1	5	0	2
50	Cc1c(C(=O)c2ccccc2)c2ccccn2c1CCc1ccccn1	-241	-223	-196	-88	-8	-227	i	-90
51	N#Cc1cc(Cl)ccc1OCC(=O)Nc1ccccc1	9	11	1	3	4	26	22	-5
52	CCN1CCc2c(OCC(=O)Nc3cc(C(F)(F)F)ccc3Cl)cccc2C1=O	29	-55	74*	0	-1	33*	98*	4
53	Cc1ccc(N2CC(c3nc4ccccc4n3CCCCOc3ccccc3)CC2=O)cc1 (stereo not drawn)	26	5	17	8	11	22	52*	13
54	CN(C)C(=O)N1CCN(C(=O)Nc2ccccc2)CC2(CNC(=O)C2)C1 (stereo not drawn)	-2	-44	-18	-2	4	-7	0	0
55	Cc1ccc(Nc2nc(NC3CCCC3)nc3c2cnn3C)cc1	-18	-12	-10	9	9	-1	-38	-26
56	O=C(OCC(=O)c1cccs1)c1ccc(Cl)cc1	2	0	1	0	3	18	7	-10
57	Cc1ccc(N2CC(CNS(=O)(=O)c3cccc(F)c3)CC2=O)cc1 (stereo not drawn)	11	17	12	0	2	16	24	3
58	CCOc1ccc(C(=O)CSc2nnc(C)n2Cc2ccccc2)cc1	-4	6	8	-3	-5	-3	-41	-9
59	COc1ccc(NC(=O)c2ccc3ccnc(N4CCN(c5ccc(OC)cc5)CC4)c3c2)cc1	-8	15	47*	8	24	-8	-16	10
60	CC(C)N1CCc2c(sc(NC(=O)CSc3ccccc3)c2C(N)=O)C1	9	-25	-7	0	-10	10	0	0

4 entries from above, with one line to a screen:
48	NC(=O)c1cc2ccccc2nc1C1CCN(C(=O)CCN2CCOCC2)CC1
49	CN1c2ccccc2O[C@@H]2CC[C@@H](NC(=O)Cn3cccn3)[C@@H](O)[C@@H]21
50	Cc1c(C(=O)c2ccccc2)c2ccccn2c1CCc1ccccn1
51	N#Cc1cc(Cl)ccc1OCC(=O)Nc1ccccc1

Compound	48	49	50	51
OTUD3 block	17	5	-241	9
USP8 block	23	3	-223	11
USP17 block	16	9	-196	1
UCHL1 block	3	2	-88	3
USP10 block	0	1	-8	4
USP28 inh	6	5	-227	26
USP30 block	30	0	i	22
USP7 block	5	2	-90	-5

Additional structures follow.
No.	smiles	OTUD3 block	USP8 block	USP17 block	UCHL1 block	USP10 block	USP28 inh	USP30 block	USP7 block
61	O=C(c1ccc(-c2ccccc2F)o1)N1CCN(CC2CCCO2)CC1 (stereo not drawn)	6	7	-6	0	-2	-20	-85	-1
62	O=C(Cc1ccc(F)cc1)N1CCC2(CC1)NCCc1[nH]cnc12	14	39*	8	-1	-2	7	10	3
63	COCCC(=O)N1CCCC(c2nc(-c3ccncc3)cc(=O)[nH]2)C1 (stereo not drawn)	0	5	3	1	4	1	-1	1
64	O=C(Nc1cc(F)ccc1F)c1ccc2c(c1)nnn2CCN1CCOCC1	-5	-1	-1	-2	0	4	-7	-6
65	c1ccc(OCCn2nc(C3CCN(C4CCOCC4)CC3)c3nccnc32)cc1	3	-18	-3	-4	0	11	9	-1
66	O=S1(=O)CCN(Cc2cccnc2)c2c(F)nc(N3CCOCC3)c(F)c21	7	91*	54*	5	2	8	-5	-1
67	COc1ccc(CNC(=O)CN2CCN(c3ccc(F)cc3)CC2)cc1	8	2	6	4	-4	1	18	-10
68	Cc1cc(C)c2cc3c(ccn3C3OC[C@H](O)[C@H](O)[C@H]3O)cc2n1 (stereo partly drawn)	-158	-301	-136	-36	-9	-204	i	-30
69	CNc1nc(C2CCN(C)CC2)nc2c1CCN(C(=O)c1c(C)cc(C)n(C)c1=O)C2	2	14	6	3	0	0	4	5
70	Cc1cc(=O)[nH]c(C2CN(Cc3ccnn3C(C)C)CCO2)n1 (stereo not drawn)	8	10	7	1	2	1	10	3
71	NC(=O)C1(N2CCCCC2)CCN(C(=O)CCCn2c(=O)[nH]c3cc(Cl)ccc3c2=O)CC1	-1	-5	0	1	1	-3	-4	-9
72	Cc1ccc(-c2n[nH]c3c2CN(C(=O)c2cccnc2)CC3)cc1	-1	1	-9	0	2	0	0	-1
